Source: PubChem BioAssay (Sanford-Burnham Center for Chemical Genomics)
Scp-1 inhibitor – Scp-1 (human) phosphatase inhibition | inhibition, % at 20 µM | AID 493091 | 0.88% of 340,000 active | Recombinant Scp1, phosphopeptide, malachite green phosphate absorbance | Q9GZU7;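 active = inhibition above about 50% at 20 µM, limit read from the data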;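 also: plate controls were DMSO wells with enzyme for no effect and wells lacking enzyme for full effect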
Target sequence (Q9GZU7 76-261 limits assumed): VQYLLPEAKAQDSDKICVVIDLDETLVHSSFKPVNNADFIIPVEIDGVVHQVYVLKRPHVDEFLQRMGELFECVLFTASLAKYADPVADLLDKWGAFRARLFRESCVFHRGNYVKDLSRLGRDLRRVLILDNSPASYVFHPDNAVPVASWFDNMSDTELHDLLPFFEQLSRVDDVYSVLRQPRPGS
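Test system: SCP-1 phosphatase catalytic domain, residues 76-261 | Compound dosing: One concentration, 20 µM, with 1.0% DMSO | Schedule: 45 min room-temperature reaction, 5 min colour, 30 min stabiliser | Detection: Absorbance at 630 nm | Read-out basis: % inhibition of SCP-1 phosphate liberation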
NRP1-CendR mod – NRP-1/CendR interaction modulation | FAM-RPARPAR peptide binding to NRP-1, fluorescence polarization | inhibition, % at 25 µM | 0.85% of 360,000 active | AID 602438;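 active = inhibition or corrected inhibition above about 18%, plus a signal ratio from 0.5 to 1.5, limit read from the data, passing the limit was not always enough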; also: strong numbers were not always called active
SUMO1 PPI mod – modulators of human SUMO1-mediated protein-protein interactions; SUMO1 binding to a labelled peptide, TR-FRET, 1 h; AID 602429; P63165; 0.33% of 360,000 active; inhibition, % at 20 µM; in the data active = inhibition above about 37%
Target sequence (P63165 whole entry, looked up): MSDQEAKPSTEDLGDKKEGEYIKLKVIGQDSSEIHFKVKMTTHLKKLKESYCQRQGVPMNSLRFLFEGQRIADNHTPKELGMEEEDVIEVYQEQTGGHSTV
STEP block – STEP (human) phosphatase inhibition | 0.25% of 360,000 active | recombinant STEP, OMFP fluorogenic substrate, fluorescence | inhibition, % at 20 µM | P54829;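 active = inhibition at 20 µM, scaled per plate between control wells, above about 37%, limit read from the data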;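 also: 0% = DMSO with enzyme and substrate and 100% = substrate only without enzyme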
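System: STEP phosphatase, cell-free reaction; Buffer or medium: Bis-Tris pH 6.0 buffer with DTT, detergent; Incubation: 20 min at room temperature, dark; Measured by: fluorescence, 480/540 nm.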
MT1-MMP act inh – inhibitors of human MT1-MMP activation; P50281; HT1080 RFP-PRO-GFP cells, GFP/RFP ratio fluorescence, overnight; percent of plate control window, DMSO zero; GFP/RFP ratio change, % at 20 µM; 0.061% of 360,000 active;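 active = GFP/RFP ratio change of at least 30% with cell ATP level not reduced by more than half and red fluorescence within 50% of control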; also: strong numbers were not always called active
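Test system: HT1080 cells expressing an RFP-PRO-GFP fluorescent reporter construct / Compound dosing: single-point 20 µM compound, 1% DMSO / Schedule: cells overnight before dosing, compound overnight, 37 °C, 5% CO2 / Evaluation: GFP/RFP fluorescence ratio / Control set: DMSO and RFP-L50D-GFP cell wells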
LMPTP block – LMPTP (human) inhibition; inhibition, % at 20 µM; P24666; recombinant LMPTP-A, OMFP fluorogenic substrate, fluorescence intensity; AID 651560; 0.22% of 360,000 active;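 active = compounds that cut the enzyme signal by at least half of the control window in the single-dose screen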;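 also: plate controls were DMSO wells with enzyme plus substrate for no effect and substrate without enzyme for full effect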
Target sequence (P24666 whole entry, looked up): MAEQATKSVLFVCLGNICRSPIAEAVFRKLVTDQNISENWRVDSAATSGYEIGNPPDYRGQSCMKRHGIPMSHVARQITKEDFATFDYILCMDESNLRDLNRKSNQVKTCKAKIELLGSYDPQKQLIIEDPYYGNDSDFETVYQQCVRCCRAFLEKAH
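test system = LMPTP-A | amount = 0.625 nM LMPTP-A final | reagent = fluorogenic phosphatase substrate OMFP at 400 µM final | incubation = 50 min at room temperature | benchmarks = no-enzyme low control, uninhibited high control | medium = Bis-Tris pH 6.0, DTT, detergent | signal = fluorescence intensity of OMFP turnover product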
Rpn11 block – blocks the human proteasome subunit Rpn11 | O00487 | calls only at 20 µM | human 26S proteasome, Ub4-pepOG fluorescence polarization; 20S core pre-blocked with epoxomicin | 0.59% of 360,000 active;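 active = inhibition at 20 µM, scaled to each plate's controls, above about 33%, limit read from the data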
Target sequence (O00487 whole entry, looked up): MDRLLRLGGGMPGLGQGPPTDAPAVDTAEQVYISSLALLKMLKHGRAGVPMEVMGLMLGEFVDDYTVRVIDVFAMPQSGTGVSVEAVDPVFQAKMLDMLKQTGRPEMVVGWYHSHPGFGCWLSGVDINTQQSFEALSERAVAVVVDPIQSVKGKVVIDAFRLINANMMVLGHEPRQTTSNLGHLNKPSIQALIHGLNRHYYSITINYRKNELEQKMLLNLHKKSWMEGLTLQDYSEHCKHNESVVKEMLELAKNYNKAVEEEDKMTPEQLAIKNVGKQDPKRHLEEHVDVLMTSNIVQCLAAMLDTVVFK
DNMT1 inh – blocks human DNA methyltransferase DNMT1; P26358; inhibition (reported as % activation of signal), % at 10 µM; DNMT1 molecular beacon, Hinp1I cleavage, fluorescence; 0.83% of 360,000 active; in the data active = inhibition above about 50%
SKN-1 inh – blocks SKN-1 activity in C. elegans; C. elegans VP596 Pgst-4::GFP/RFP ratio, acrylamide-induced, 24 h; inhibition, % at 21.8 µM; 0.49% of 360,000 active; AID 624304;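 active = interference check ratio from 0.5 to 1.5 plus GFP to RFP signal ratio inhibition reaching or exceeding a fixed threshold, cut at about 30% in these data, passing the limit was not always enough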; also: some compounds called inactive have numbers as strong as hits
NadD block – NadD (S. aureus) enzyme inhibition | purified NadD enzyme, colorimetric absorbance read-out | inhibition, % at 20 µM | 0.78% of 360,000 active | AID 602399; in the data active = inhibition above about 26%; also: some compounds past the cut are filed as inactive
* marks the source's active call; other numbers are inactive results; i = inactive; nt = no result given. The order is random; any-hit rate near 3.9%.

Sequence of screens – Scp-1 inhibitor	NRP1-CendR mod	SUMO1 PPI mod	STEP block	MT1-MMP act inh	LMPTP block	Rpn11 block	DNMT1 inh	SKN-1 inh	NadD block
1) CCC1CCCCN1CCCNC(=O)CCCNC(=O)Cn1cnc2sc3c(c2c1=O)CCCC3 (stereo not drawn)
→ 3.6	6.7	-7.9	-2.6	-0.8	-0.8	i	-1.8	2.0	-8.1
2) CC(OC(=O)/C=C/c1ccc2ccccc2n1)C(=O)Nc1ccc(S(N)(=O)=O)cc1 (stereo not drawn)
→ -2.7	-27.6	-5.7	-0.2	-10.1	0.0	i	-7.5	14.0	3.5
3) Cc1cc(Cl)c2oc(C(=O)N3CCN(C(=O)c4ccco4)CC3)c(C)c2c1
→ -6.9	8.7	2.0	-2.6	-1.4	-1.9	i	4.4	8.1	-6.0
4) CCn1cc(C(=O)OCC(=O)Nc2c(C)n(C)n(-c3ccccc3)c2=O)c(=O)c2ccc(C)nc21
→ 0.4	-18.5	-0.3	-2.5	4.3	-0.8	i	2.9	5.8	0.3
5) CCC(C)c1ccc(NC(=O)NCc2cccnc2)cc1 (stereo not drawn)
→ -1.6	3.3	-0.5	-0.8	4.4	1.3	i	3.7	8.5	-3.2
6) CCOC(=O)c1sc(NC(=S)NC(=O)c2cccc(OC)c2)nc1C
→ -5.9	-2.5	-26.3	0.4	9.0	0.0	i	0.9	-2.0	-3.2
7) O=C(C[C@H]1C[C@H](C(=O)N2CCOCC2)[C@@]2(CCC3CCCC3)c3[nH]c4cc(-c5ccco5)ccc4c3CCN2C1=O)NCc1ccco1
→ -4.2	-29.8	7.0	1.8	-24.1	3.7	i	-28.4	35.6*	10.5
8) COC(=O)c1cnc(SCc2ccc(Cl)cc2)n1C
→ -4.9	-6.2	0.7	0.1	-4.7	0.7	i	-1.3	24.7	-0.3
9) O=C(c1[nH]c(C(F)(F)F)nc1-c1ccccc1)N1CCN(c2ncccn2)CC1
→ nt	-5.8	3.7	-0.4	3.7	-2.0	i	-1.7	9.9	-9.1
10) Cc1cccc(NC(=O)c2ccc3nccnc3c2)c1C
→ -1.4	1.6	-19.1	-0.2	-12.7	-0.1	i	0.2	14.6	1.9
11) O=C(CSc1nc2ccccc2c(=O)n1-c1ccccc1)NCC1CCCO1 (stereo not drawn)
→ 91.8*	11.3	0.8	-2.3	-3.9	-1.9	i	0.9	-2.6	12.9
12) Cc1ccc(C(=O)Nc2nnc(-c3ccco3)o2)cc1C
→ -8.7	-20.4	-0.2	-0.6	8.7	-1.1	i	-0.4	3.4	8.6
13) O=S(=O)(NCc1ccco1)c1cccc2cccnc12
→ 0.5	-9.1	3.0	1.2	-1.5	-0.5	i	7.4	-8.9	2.5
14) Cc1c(NC2(C#N)CCCC2)c(=O)n(-c2ccccc2)n1C
→ -6.0	1.0	0.1	0.6	1.3	-0.9	i	-10.0	10.5	-4.8
15) CCC(C(=O)NN1C(=O)c2ccccc2C1=O)c1ccccc1 (stereo not drawn)
→ -8.2	-6.7	-13.7	3.2	0.5	-2.1	i	1.6	-3.1	-8.2
16) O=[N+]([O-])c1cc([N+](=O)[O-])c(Oc2cc(F)ccc2F)cc1NN1CCCCC1
→ -8.5	-4.1	-11.5	1.9	-1.1	2.2	i	5.7	1.1	-5.2
17) O=C(CN1CCN(S(=O)(=O)c2ccc(F)cc2)CC1)Nc1ccc(Cl)cn1
→ -1.9	-1.8	3.8	1.0	1.5	0.2	i	6.2	4.5	3.2
18) CCCc1cc(=O)[nH]c(SCC(=O)C(C)(C)C)n1
→ 1.9	-6.3	1.2	-0.5	0.6	-1.0	i	3.2	15.6	6.9
19) Cc1[nH]n(-c2ccccc2)c(=O)c1C=NCC1CCCO1 (stereo not drawn)
→ -11.8	-5.2	-2.8	-2.1	0.2	-0.8	i	5.2	5.4	3.7
20) Cc1c(C)n(Cc2ccccc2)c2ccc(C(=O)NCCCN3CCOCC3)cc12
→ -6.3	-3.7	3.0	1.6	1.3	3.0	i	-2.6	8.8	-10.7
21) Cc1cc(C)c(C#N)c(SCC(=O)Nc2ccccc2C(N)=O)n1
→ 4.9	-7.1	-0.5	0.7	2.1	-1.3	i	-3.3	4.9	-5.3
22) CCOc1ccc(OCCC(=O)N(CC(C)C)c2c(N)n(Cc3ccccc3)c(=O)[nH]c2=O)cc1
→ -7.2	-2.1	-1.0	-2.5	-5.1	-1.5	i	-4.4	-4.2	0.6
23) O=C1C(=Cc2cccc(F)c2)Cc2ccccc21
→ nt	-6.3	-15.5	4.5	2.7	2.2	i	2.7	12.6	-8.6
24) S=C1NC[C@H](Cc2cccc3ccccc23)N1CC1CCCCC1
→ -3.5	5.8	3.9	1.4	5.0	1.9	i	0.5	-7.7	-2.7
25) CCOC(=O)C1C(=O)Nc2nc(C)nn2C1c1ccccc1 (stereo not drawn)
→ -8.0	-6.5	0.4	-1.0	-0.5	-0.8	i	0.5	2.5	1.4
26) CSc1ncnc2c1ncn2CCCN1CCN(c2ccccn2)CC1
→ nt	9.3	3.1	-2.3	0.9	-2.4	i	9.6	-6.8	-5.6
27) O=C(NCc1cccs1)C1CCCN(S(=O)(=O)c2cnc[nH]2)C1 (stereo not drawn)
→ -3.1	-2.5	1.5	-1.0	-2.9	-2.9	i	0.7	13.2	0.2
28) Cc1ccc(NC(=O)N2CCN(C)CC2)cc1NC(=O)N1CCN(C)CC1
→ -12.3	-3.4	-7.9	-2.6	-0.1	-4.7	i	0.1	-3.8	-8.0
29) N#C/C(=C\c1ccco1)C(=O)Nc1ccc(S(N)(=O)=O)cc1
→ 9.8	-16.9	-2.7	1.1	-8.2	3.0	i	1.8	2.3	0.1
30) COc1ccc(/C=N/NC(=O)C2C3CCCCC32C)cc1OC (stereo not drawn)
→ -6.0	0.6	-5.2	0.4	-3.0	0.0	i	2.9	8.8	2.3
31) O=C1C(C2=NC(C(=O)O)C3C(=O)N(c4ccc(Cl)cc4)C(=O)C23)=C(O)c2ccccc21 (stereo not drawn)
→ -2.2	6.5	-5.4	-3.2	3.6	-1.3	i	-2.2	9.0	-3.2
32) C(=N/N1CCN(c2ccccc2)CC1)/c1ccncc1
→ 1.4	2.0	-5.5	0.7	3.1	0.1	i	-1.2	4.7	0.0
33) Cc1ccc(S(=O)(=O)N/N=C2/CC(c3ccccc3)Oc3ccccc32)cc1[N+](=O)[O-] (stereo not drawn)
→ -6.1	7.1	-3.9	5.9	-0.4	2.7	i	-4.7	4.2	19.4
34) O=C(NN=Cc1ccc(Cl)cc1Cl)c1ccccc1
→ nt	-5.3	15.5	-0.4	6.6	0.5	i	-8.2	12.4	-3.3
35) CC(OC(=O)c1cccc(-n2cnnn2)c1)C(=O)c1ccccc1 (stereo not drawn)
→ -2.8	8.0	-3.6	-1.6	-0.2	0.1	i	1.0	-10.7	-1.5
36) Nc1ccc(N=Nc2ccccc2)c2ccccc12
→ -9.0	2.8	-8.3	1.5	3.5	0.3	i	-2.3	-5.3	-7.0
37) Cc1cccc(CC(=O)Nc2cc(=O)n(C)c(=O)n2C)c1
→ -4.5	4.1	4.8	9.5	1.5	-0.8	i	2.7	2.0	6.2
38) CSCCC(NC(=O)COc1ccccc1)C(=O)N(C)CC(=O)Nc1ccc(C)cc1 (stereo not drawn)
→ -2.4	4.2	20.0	-3.9	-1.8	0.8	i	4.0	-1.5	0.6
39) CCN(CC(=O)Nc1ccc2c(c1)OCCO2)C(=O)CCc1ccccc1Cl
→ -4.9	-2.3	4.2	1.2	0.5	-0.5	i	-2.1	4.0	-3.7
40) COCCn1nnnc1CN(Cc1cc2cc(OC)c(OC)cc2[nH]c1=O)C1CCCC1
→ -0.1	1.5	-1.9	-2.1	0.1	1.0	i	0.3	1.5	0.6
41) NC(=O)CSc1nc2cc(S(=O)(=O)N3CCOCC3)ccc2o1
→ 7.5	12.3	-5.2	56.2*	1.3	-0.7	i	5.4	-11.7	-1.9
42) C[N+]1(C)CC[C@H](OC(=O)[C@@](O)(c2ccccc2)C2CCCC2)C1
→ -8.8	-2.4	-2.2	-2.2	1.2	-1.2	i	-0.5	-17.3	-5.8
43) Cc1ccc(Oc2ccccc2NC(=O)CSCC(=O)Nc2cc(C)on2)cc1
→ -4.2	-6.1	-2.5	1.1	-1.9	1.3	i	-1.9	12.0	-3.0
44) O=C(Nc1ccccc1N1CCCC1)c1ccc([N+](=O)[O-])o1
→ 3.5	8.3	-34.2	0.3	-0.8	1.1	i	-7.6	-5.2	-1.2
45) CCNC(=O)C1(C)CCN1C(=O)Cc1ccc(C(C)C)cc1 (stereo not drawn)
→ nt	4.4	3.6	-1.8	1.7	-0.9	i	1.1	1.9	1.6
46) CC(C)(C)NC(=O)C12CCC(C)(c3nc4ccccc4nc31)C2(C)C (stereo not drawn)
→ -8.4	5.6	-2.8	0.3	0.0	0.4	i	1.4	22.3	-8.3
47) Cc1ccc(OCC(=O)N/N=C\c2ccc(O)c([N+](=O)[O-])c2)c([N+](=O)[O-])c1
→ 66.6*	-8.9	-13.0	0.6	6.5	-5.3	i	0.6	3.2	0.7
48) Cc1cccc(C(C)C)c1NC(=O)COC(=O)C1CC(=O)N(Cc2ccccc2)C1 (stereo not drawn)
→ -2.0	4.2	3.0	-1.6	0.1	-0.8	i	0.9	5.0	-1.4
49) CCNc1oc(COc2cccc(C)c2)nc1C#N
→ -5.9	-4.6	0.4	0.2	-0.9	-0.8	i	-1.1	8.9	2.1
50) CC(C)(C)c1ccc(C(=O)Nc2cccc3c(=O)[nH][nH]c(=O)c23)cc1
→ -1.7	9.6	-24.2	1.8	3.3	0.3	i	3.8	9.3	2.2
51) N/C(CN1CCCCC1)=N\S(=O)(=O)c1cc(Cl)cc(Cl)c1
→ 3.5	1.0	-0.7	1.4	-1.8	1.6	i	1.0	4.7	8.3
